Screening results deposited in PubChem by several laboratories.
DNMT1 block – blocks human DNA methyltransferase DNMT1; P26358; DNMT1 molecular beacon, Hinp1I cleavage, fluorescence; inhibition (reported as % activation of signal), % at 10 µM; 360,000 tested, 0.83% active; in the data active means inhibition above about 50%
NadD block – blocks S. aureus nicotinate mononucleotide adenylyltransferase | purified NadD enzyme, colorimetric absorbance read-out | inhibition, % at 20 µM | 360,000 tested, 0.78% active; in the data active means inhibition above about 26%; further: some compounds past the cut are filed as inactive
MsrA inh – inhibitors of bovine MsrA | purified bovine MsrA, absorbance read-out | inhibition, % at 15.5 µM | 360,000 tested, 0.75% active; in the data active means inhibition above about 4.5%;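 further: 0% = vehicle wells with enzyme and 100% = reference inhibitor wells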
Rpn11 inh – blocks the human proteasome subunit Rpn11; O00487; human 26S proteasome, Ub4-pepOG fluorescence polarization; 20S core pre-blocked with epoxomicin; calls only at 20 µM; 360,000 tested, 0.59% active; AID 588493;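 active means inhibition at 20 µM, scaled to each plate's controls, above about 33%, limit read from the data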
Target sequence (O00487 whole entry, looked up): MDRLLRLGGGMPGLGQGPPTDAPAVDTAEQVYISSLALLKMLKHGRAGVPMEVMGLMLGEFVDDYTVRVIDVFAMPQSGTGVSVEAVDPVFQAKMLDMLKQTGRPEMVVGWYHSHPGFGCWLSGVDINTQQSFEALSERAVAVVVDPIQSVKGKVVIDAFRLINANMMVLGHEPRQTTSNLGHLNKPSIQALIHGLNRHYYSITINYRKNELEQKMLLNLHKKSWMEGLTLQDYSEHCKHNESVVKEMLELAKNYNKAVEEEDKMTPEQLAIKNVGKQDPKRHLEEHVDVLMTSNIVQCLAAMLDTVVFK
TbMetRS inhib – blocks T. brucei methionyl-tRNA synthetase activity; purified T. brucei MetRS, ATP depletion, Kinase-Glo luminescence; inhibition, % at 11.9 µM; 360,000 tested, 0.4% active; AID 624268;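 active means inhibition above a per-plate cutoff of the control wells' mean inhibition plus 3 SD, cut at about 5.5% in these data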;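 further: 0% = DMSO wells median and 100% = median of wells with control inhibitor compound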
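Assay system: T. brucei methionyl-tRNA synthetase, purified | Medium: HEPES buffer with MgCl2, KCl, DTT, spermine, BSA, pyrophosphatase | Compound: 11.9 µM single point | Incubation: 15 min enzyme-compound preincubation, 2 h reaction, 10 min detection, 25 °C | Measured by: Kinase-Glo luciferase luminescence reporting remaining unconsumed ATP | Measure: % inhibition normalized to control-well medians | Replication: Singlicate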
CSN inh – CSN deneddylation inhibition. Q92905. Purified CSN, SCF-Nedd8-OG deneddylation, fluorescence polarization. AID 651999. inhibition, % at 12.5 µM. 360,000 tested, 0.38% active;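 active means pattern-corrected inhibition above about 35%, with an unprinted fluorescence ratio check between 0.5 and 1.5, limit read from the data, passing the limit was not always enough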;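 further: 0% = enzyme with substrate and 100% = substrate without enzyme; some results filed as inactive read as strong as hits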
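Detection – fluorescence polarization · System – HEK293T-derived human Csn5 enzyme · Controls – substrate-only high control, full reaction low control · Timing – 90 min, room temperature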
SUMO1-SIM PPI – modulators of human SUMO1-mediated protein-protein interactions; P63165; SUMO1 binding to a labelled peptide, TR-FRET, 1 h; inhibition, % at 20 µM; 360,000 tested, 0.33% active; in the data active means inhibition above about 37%
Target sequence (P63165 whole entry, looked up): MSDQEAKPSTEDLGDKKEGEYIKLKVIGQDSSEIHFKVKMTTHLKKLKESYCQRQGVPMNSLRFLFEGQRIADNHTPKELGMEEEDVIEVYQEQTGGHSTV
STEP inh – blocks human striatal-enriched tyrosine phosphatase; P54829; inhibition, % at 20 µM; recombinant STEP, OMFP fluorogenic substrate, fluorescence; AID 588621; 360,000 tested, 0.25% active;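 active means inhibition at 20 µM, scaled per plate between control wells, above about 37%, limit read from the data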;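 further: 0% = DMSO with enzyme and substrate and 100% = substrate only without enzyme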
Target sequence (P54829 whole entry, looked up): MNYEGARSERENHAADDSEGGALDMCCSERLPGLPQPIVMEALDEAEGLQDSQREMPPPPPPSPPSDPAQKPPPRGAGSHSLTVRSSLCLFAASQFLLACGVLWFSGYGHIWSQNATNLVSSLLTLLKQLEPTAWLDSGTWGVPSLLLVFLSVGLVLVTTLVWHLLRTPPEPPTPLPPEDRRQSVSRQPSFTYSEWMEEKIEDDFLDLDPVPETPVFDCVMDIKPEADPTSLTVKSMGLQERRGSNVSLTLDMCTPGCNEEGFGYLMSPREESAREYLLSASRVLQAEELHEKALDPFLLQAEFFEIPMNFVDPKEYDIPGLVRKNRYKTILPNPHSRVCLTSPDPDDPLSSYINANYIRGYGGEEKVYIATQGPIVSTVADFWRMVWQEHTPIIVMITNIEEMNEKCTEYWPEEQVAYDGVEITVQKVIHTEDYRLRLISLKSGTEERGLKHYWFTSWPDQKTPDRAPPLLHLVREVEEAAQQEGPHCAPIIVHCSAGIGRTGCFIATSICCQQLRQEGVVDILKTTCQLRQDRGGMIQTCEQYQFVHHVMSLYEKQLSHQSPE
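System: STEP (striatal-enriched tyrosine phosphatase) enzyme, cell-free; medium: Bis-Tris pH 6.0 buffer with DTT, detergent; dosing: 20 µM, 1% DMSO; times: reaction 20 min, ambient temperature; detection: fluorescence, 480/540 nm; read-out basis: normalized % inhibition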
Scp1 inh – Scp-1 (human) phosphatase inhibition; Q9GZU7; 340,000 tested, 0.88% active; Recombinant Scp1, phosphopeptide, malachite green phosphate absorbance; inhibition, % at 20 µM; AID 493091;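 active means inhibition above about 50% at 20 µM, limit read from the data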;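 further: plate controls were DMSO wells with enzyme for no effect and wells lacking enzyme for full effect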
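Assay system: SCP-1 catalytic fragment, aa 76-261 | Buffer or medium: Tris acetate buffer pH 5.5 with MgCl2 and Tween-20 | Compound: One concentration, 20 µM, with 1.0% DMSO | Also added: Phospho 17-mer peptide substrate | Signal: Absorbance at 630 nm | Incubation: 45 min enzyme reaction at room temperature | Measure: % inhibition of SCP-1 phosphate liberation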
LMPTP inh – blocks human LMPTP phosphatase; P24666; 360,000 tested, 0.22% active; recombinant LMPTP-A, OMFP fluorogenic substrate, fluorescence intensity; inhibition, % at 20 µM; AID 651560;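 active means compounds that cut the enzyme signal by at least half of the control window in the single-dose screen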;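 further: plate controls were DMSO wells with enzyme plus substrate for no effect and substrate without enzyme for full effect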
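Material: LMPTP-A; amount: 0.625 nM enzyme; doses: single 20 µM dose; times: reaction 50 min, room temperature, dark; technique: fluorescence intensity of OMFP turnover product; benchmarks: no-enzyme and uninhibited controls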
Numbers without * were called inactive; i = inactive; x = no result given; + = active, no number. No enrichment for hits; about 3.9% have a hit in one of these screens.

item	Molecule	DNMT1 block	NadD block	MsrA inh	Rpn11 inh	TbMetRS inhib
1	CCOC(=O)C1CCN(C(=O)c2cc(S(=O)(=O)N3CCc4ccccc43)ccc2OC)CC1	-0.6	-3.3	0.9	i	0.1
2	Cc1cc(C)nc(Nc2nc(C(N)Cc3ccc(C(F)(F)F)cc3)cs2)n1 (stereo not drawn)	-15.8	9.4	-0.5	i	0.3
3	CC(C)(C)NS(=O)(=O)c1ccc(CCC(=O)O)cc1	0.9	-5.4	0.2	i	-0.3
4	CN(C)C(=O)c1cn(-c2ccccc2)nc1-c1cc2ccccc2oc1=O	-0.8	-3.6	2.0	i	-0.5
5	COc1ccc(NC(=O)CCCc2ccc(OC)c(C)c2)cc1	-0.6	-6.8	-1.6	i	0.0
6	O=C(CSc1ccccn1)Nc1ccc(Cl)cn1	2.8	-4.9	-1.8	i	-0.2
7	CC(C)(C)OC(=O)N(CCc1ccccc1)Cc1cccc(OCc2cccc(NC(=O)c3ccccc3)c2)c1	7.6	-3.9	0.6	i	0.5
8	CC(OC(=O)c1ccc(Cl)cc1)C(=O)NCc1ccc2c(c1)OCO2 (stereo not drawn)	1.5	-6.8	-0.2	i	-0.3
9	CN(CC(=O)NCc1ccc(F)cc1)CC(=O)Nc1ccc(Cl)c(C(F)(F)F)c1	-0.4	-4.9	0.8	i	-0.5
10	C/C(=N\NC(=O)C(O)c1ccccc1)c1ccc(C)s1 (stereo not drawn)	1.0	-1.4	0.9	i	-0.7
11	Cc1cccc(NC(=O)Nc2ccccc2)n1	0.5	-7.9	-1.4	i	-0.5
12	CN(C)c1nc(N2CCOCC2)nc(N(c2ccccc2)c2ccccc2)n1	-0.7	0.2	-1.0	i	-1.1
13	O=C(N/N=C/c1ccoc1)c1cc(Br)ccc1O	37.2	3.1	0.3	i	0.9
14	CC(=O)Oc1ccc2c(=O)oc(-c3ccccc3)nc2c1	2.5	-2.7	3.1	i	-1.7
15	COCCn1c(SCC(=O)NCc2ccco2)nc2cccnc21	7.9	-0.6	0.1	i	-0.4

item	CSN inh	SUMO1-SIM PPI	STEP inh	Scp1 inh	LMPTP inh
1	-0.4	-2.7	-1.8	-6.8	-1.4
2	-1.4	-34.4	2.6	x	-0.5
3	-2.8	2.2	-0.3	-2.2	-2.2
4	-19.6	-2.4	-4.6	-11.3	-2.2
5	-2.5	3.8	1.0	-11.7	0.2
6	5.6	0.1	-2.4	-6.6	-0.7
7	4.1	2.5	2.3	-7.7	4.4
8	1.1	4.1	2.4	-9.3	-0.4
9	-3.2	6.4	-1.2	5.8	-0.3
10	-2.7	-13.0	0.0	-3.8	-0.1
11	1.3	-0.5	-0.3	-6.0	0.9
12	6.2	6.4	-4.9	-2.2	-2.0
13	8.4	16.3	3.8	40.0	10.8
14	8.0	3.1	0.8	0.3	-1.3
15	0.6	0.5	-0.4	36.9	1.0

Next part:
item	Molecule	DNMT1 block	NadD block	MsrA inh	Rpn11 inh	TbMetRS inhib
16	COc1ccc(NC(=O)CSCC(=O)Nc2sccc2C#N)cc1	1.7	3.2	2.1	i	-0.2
17	Cc1ccccc1CN1CCNC(=O)C1CC(=O)NC1CCCCCCC1 (stereo not drawn)	-7.0	9.7	0.2	i	0.0
18	Cc1c(Cl)cccc1-n1c(SCC(=O)NCc2cccs2)nnc1-c1ccncc1	-6.0	0.1	-0.6	i	-0.8
19	Cc1oc(C(=O)O)cc1CSCc1cc(C(=O)O)c(C)o1	9.7	-3.5	0.2	i	-0.1
20	Cc1ccc(S(=O)(=O)N2[C@@H](c3ccccc3F)C(C(=O)O)=CC[C@H]2c2ccc(Cl)cc2)cc1	-0.7	3.6	1.1	i	0.8
21	Cc1c(-c2ccn[nH]2)cc(NC(=O)c2ccc(Cl)cc2)c(=O)n1N	-0.5	-4.4	1.7	i	-1.1
22	CN1CCN(/N=C/c2ccc(-c3ccc([N+](=O)[O-])cc3Cl)o2)CC1	3.9	-13.3	1.4	+	5.5
23	COc1ccc(N(C(=O)c2snc(C(N)=O)c2N)C(C(=O)NC2CCCC2)c2ccc(F)cc2)c(OC)c1 (stereo not drawn)	3.4	7.0	0.8	i	-0.2
24	Cn1c(NCC(O)c2ccccc2)nc2c1c(=O)n(Cc1ccc(Cl)cc1)c(=O)n2C (stereo not drawn)	-3.1	3.8	-0.4	i	-0.5
25	O=C(NCCN1CCOCC1)c1ccc(CSc2nc3ccncc3n2Cc2ccc(F)cc2)cc1	10.8	4.7	0.3	i	-0.6
26	O=C(CC12CC3CC(CC(C3)C1)C2)Nc1nncs1	1.9	-5.2	-0.5	i	-0.7
27	CCOC(=O)c1ccc(-n2c(C)nc3c(cnn3-c3ccccc3C)c2=O)cc1	-1.0	1.0	-0.5	i	-0.2
28	CCOC(=O)C1=C(COC(=O)/C=C/c2cc(OC)c(OC)c(OC)c2)NC(=O)NC1C (stereo not drawn)	-1.0	-9.6	0.7	i	0.0
29	FC(F)Oc1ccc(-c2c[n+]3c(n2-c2ccccc2)CCCCC3)cc1	0.9	2.9	1.6	i	0.6
30	O=C(Nc1oc2ccc(Cl)cc2c(=O)c1-c1ccc(F)cc1)c1ccco1	-2.7	-6.8	2.9	i	0.2

item	CSN inh	SUMO1-SIM PPI	STEP inh	Scp1 inh	LMPTP inh
16	2.6	11.6	-0.7	-6.2	8.4
17	5.6	-0.9	-1.5	-8.3	-0.2
18	0.5	-3.4	0.4	-6.9	-0.7
19	-2.2	5.3	4.6	26.5	-0.4
20	-0.9	2.0	1.3	-2.3	0.4
21	-8.0	-0.8	1.0	-7.2	2.4
22	21.1	-35.2	4.9	-13.8	-3.6
23	2.0	-3.4	2.5	-7.7	0.3
24	1.8	12.9	2.7	-5.6	-0.3
25	-3.6	-2.6	-1.4	1.0	0.4
26	0.6	3.7	-2.0	-1.8	-1.4
27	0.5	3.5	-1.0	-9.8	-0.7
28	1.7	-17.2	-1.3	-3.1	1.8
29	3.5	6.5	3.3	2.7	-1.6
30	0.9	7.2	-0.3	-11.7	-0.6

Rpn11 inh, what is marked active above
| item | compound | DNMT1 block | NadD block | MsrA inh | Rpn11 inh | CSN inh | SUMO1-SIM PPI | Scp1 inh | LMPTP inh |
| --- | --- | --- | --- | --- | --- | --- | --- | --- | --- |
| 22 | CN1CCN(/N=C/c2ccc(-c3ccc([N+](=O)[O-])cc3Cl)o2)CC1 | 3.9 | -13.3 | 1.4 | + | 21.1 | -35.2 | -13.8 | -3.6 |

Next part:
item	Molecule	DNMT1 block	NadD block	MsrA inh	Rpn11 inh	TbMetRS inhib
31	O=C(c1cccc(COc2ccc(Cl)cc2Cl)c1)N1CCN(c2ccccn2)CC1	-6.3	10.7	0.7	i	3.0
32	CC(=O)N1N=C2/C(=C/c3ccccc3)CCCC2C1c1ccccc1 (stereo not drawn)	0.0	-1.5	1.0	i	0.1
33	Cc1ccc(C(=O)c2nc(C(=O)NCCO)nc3ccccc23)cc1	1.2	3.4	-1.2	i	-0.3
34	O=C1NC[C@H](CCCCN2C[C@H](Cc3ccc(O)cc3)N(CCc3ccc(O)cc3)C(=O)C2=O)N(CCc2ccccc2)C1=O	x	6.1	3.3	x	-0.1
35	CCOc1ccc(S(=O)(=O)N2CCN(C(=S)NCc3ccco3)CC2)cc1	-1.1	-6.8	-1.2	i	-0.1
36	O=C(CN1C(=O)S/C(=C\c2ccc(O)c([N+](=O)[O-])c2)C1=O)Nc1ccc(N2CCOCC2)cc1	-0.2	18.6	-0.9	i	0.5
37	Nc1cc(C(=O)O)ccc1Nc1ccc(F)c(F)c1	16.7	5.2	0.6	i	0.3
38	CC(C)c1ccc(S(=O)(=O)N2CCN(C(C)C(=O)N3CCCC3)CC2)cc1 (stereo not drawn)	1.5	5.7	-1.1	i	-0.3
39	CCCCCOc1ccc(C(=O)N(Cc2ccco2)C2CCS(=O)(=O)C2)cc1 (stereo not drawn)	-0.1	0.2	0.2	i	-0.8
40	CCN(CC)C(=O)C(C)OC(=O)COc1ccc(Cl)cc1Cl (stereo not drawn)	-4.1	-4.7	0.5	i	1.7
41	Cc1cc(-c2cccc(Br)c2)c(C#N)c(N)n1	-4.0	2.1	0.6	i	-0.4
42	COc1cc(OC)c(NC(=O)c2ccco2)cc1Cl	-3.9	-8.1	0.8	i	-1.1
43	COc1ccc(CCn2c(C)c(C(C)=O)c3cc(OC(=O)c4ccco4)ccc32)cc1OC	-5.6	-5.8	1.2	i	-0.2
44	N=C1c2ccccc2CN1NC(=O)CC12CC3CC(CC(C3)C1)C2	2.8	-6.0	0.7	i	-0.7
45	COc1ccc(Cl)c(NC(=O)Cn2nnc(-c3ccccc3N)n2)c1	-10.4	-0.2	-0.7	i	-0.5
46	CCN1CCN(C(=O)c2cn(CCOC)c(=O)c3c2c2ccccc2n3C)CC1	-0.2	-6.8	2.8	i	-0.2
47	COc1ccccc1NC(=O)c1ccc2c(c1)nnn2C	10.2	2.3	-1.1	i	-1.0

item	CSN inh	SUMO1-SIM PPI	STEP inh	Scp1 inh	LMPTP inh
31	1.8	2.0	2.7	9.6	7.8
32	2.8	-3.7	-0.7	-11.0	2.3
33	-1.9	-24.7	1.5	-4.9	0.6
34	2.9	6.8	x	x	-1.2
35	-12.0	0.1	0.6	2.4	-0.2
36	-0.3	-12.0	11.8	61.9*	22.1
37	31.0	-1.0	-1.2	-4.6	-1.2
38	-2.7	0.7	-2.3	-2.4	-2.3
39	-3.6	-3.2	-3.3	-14.2	0.2
40	-21.0	-1.5	2.3	-5.2	-1.9
41	13.4	2.6	-1.9	-8.3	0.2
42	-5.6	3.0	-0.7	-3.4	0.3
43	4.3	6.5	0.6	-12.9	0.6
44	2.4	3.8	0.3	-9.3	-2.2
45	1.4	2.7	-4.1	-8.0	2.8
46	2.7	-3.4	0.4	-1.1	-0.7
47	-4.8	-0.6	1.3	-0.7	-1.0

A different layout for some results above:
44) N=C1c2ccccc2CN1NC(=O)CC12CC3CC(CC(C3)C1)C2
45) COc1ccc(Cl)c(NC(=O)Cn2nnc(-c3ccccc3N)n2)c1

| Compound | 44 | 45 |
| --- | --- | --- |
| DNMT1 block | 2.8 | -10.4 |
| NadD block | -6.0 | -0.2 |
| MsrA inh | 0.7 | -0.7 |
| Rpn11 inh | i | i |
| TbMetRS inhib | -0.7 | -0.5 |
| CSN inh | 2.4 | 1.4 |
| SUMO1-SIM PPI | 3.8 | 2.7 |
| STEP inh | 0.3 | -4.1 |
| Scp1 inh | -9.3 | -8.0 |
| LMPTP inh | -2.2 | 2.8 |
